Coupling enz: inhibits coupling enzyme system, counter-screen for aldolase hits; AID 2472; coupling enzyme system counterscreen, AmpLite Red fluorescence; activity change, negative = inhibition, % at 58.2 µM, hits read low; 290,000 tested, 0.67% active; in the data active = activity change below about -30%; also: % is scaled to controls: 0 for no effect and ±100 for the full control effect
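Fluorescence at 525 nm excitation and 598 nm emission measured inhibition of the coupled detection system without aldolase. Compounds (at 57.5 uM final) were preincubated 10 min at room temperature with coupling enzyme reagent before a 20 min substrate/AmpLite Red step.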
KCNH2 3.1 inh: blocks the human KCNH2 3.1 channel isoform | U2OS KCNH2 3.1, thallium flux FluxOr; active compounds read low | activity change, % (tested at about 1.8 µM) | 340,000 tested, 0.95% active;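 active = maximum activity change below -70%; inconclusive = maximum activity change from -70% to -50%; inactive = maximum activity change above -50%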;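 also: thallium influx rate constant from kinetic fluorescence after stimulation buffer; % is scaled to controls: 0 for no effect and ±100 for the full control effect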
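Thallium flux via FluxOr fluorescence (Red40 quencher, 45 min loading) in U2OS cells virally expressing the KCNH2 3.1 isoform (1.77 x 10^8 /mL virus, overnight at 37 C). Rate constants from 2-min kinetic reads post-stimulation, normalised to positive and negative controls.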
a7 integrin act: activates integrin-mediated alleviation for muscular dystrophy | alpha7betagal myoblasts, beta-gal FDG fluorescence, 48 h | Potency, µM (top dose mostly 38.3 µM), inactives show top-dose activation, most hits filed as activators | 350,000 tested, 0.064% active | AID 624291;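 also: potency is read from the fitted curve at half-maximal effect; 100% = response of the positive control SU9516; nearly all actives have a fitted effect of over 60% in size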
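Alpha7betagal+/- myoblasts (passage 13) were plated 16-24 hr, then exposed to compounds (1:260 dilution of DMSO stock) for 48 hours at 37C. After MPER lysis, β-galactosidase reporter activity was read as FDG fluorescence (ex 480/em 540) after 30 minutes.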
GALK inh: blocks human galactokinase activity; AID 1868; Purified GALK, Kinase-Glo residual ATP luminescence; Potency, µM (series often up to 57.5 µM), inactives show at the highest dose activity change, negative = inhibition, most hits filed as inhibitors; 270,000 tested, 0.007% active; P51570; also: potency is read from the fitted curve at half-maximal effect; % is scaled to controls: 0 for no effect and ±100 for the full control effect
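Human GALK (5 nM) with 35 uM ATP and 100 uM galactose in 20 mM HEPES pH 8.0, 5 mM MgCl2, 60 mM NaCl, 1 mM DTT, 0.01% BSA. After 1 h at room temperature, leftover ATP was read by Kinase-Glo Plus luminescence.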
S-ASM inh: human S-ASM enzyme inhibition; AID 504937; placental ASM, HMU-PC fluorogenic substrate, 60 min; P17405; 340,000 tested, 0.006% active; Potency, µM (titrated, usually from 57.5 µM), for inactives: top-dose activity change, negative = inhibition, most hits filed as inhibitors; also: potency is read from the fitted curve at half-maximal effect
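Fluorogenic HMU-PC substrate (9 uM final) is turned over by placental ASM in 60 min at 37 C after a 10 min compound preincubation. Reaction ended by alkaline stop (pH 10), with fluorescence read at 386/447 nm.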
A-T KAP1 phos: potential ataxia-telangiectasia treatments restoring KAP-1 phosphorylation; […] A-T fibroblasts, KAP-1 phosphorylation AlphaLISA; neocarzinostatin DNA damage 30 min before lysis; 320,000 tested, 0.19% active; Potency, µM (titrated, usually from 57.5 µM), without a hit: at the highest dose activation, hits mostly activators; also: potency is read from the fitted curve at half-maximal effect; % of control where 0% means no effect; nearly all actives have a fitted effect of over 45% in size
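hTERT-immortalized A-T patient fibroblasts ([…]), 500 cells/well in OPTI-MEM, 1% FBS, got compounds for 60 min, then NCS for 30 min at 37C. Lysates were then assayed for phospho-KAP-1 by AlphaLISA (anti-pKAP1 donor, anti-KAP1 acceptor beads), 6 hr at 25C.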
KCNH2 WT inh: blocks the wildtype human KCNH2 potassium channel; activity change, % at 1.84 µM; Q12809; 340,000 tested, 0.37% active; U2OS, BacMam KCNH2, thallium flux FluxOr; active compounds read low; AID 720551;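 active = maximum activity change below -70%; inconclusive = maximum activity change between -70% and -50%; inactive = maximum activity change above -50%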; also: % is scaled to controls: 0 for no effect and ±100 for the full control effect
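U2OS cells transduced with wild-type KCNH2 virus are loaded with FluxOr dye for 45 min, and thallium flux is measured in kinetic reads before and after stimulation buffer. Rate constants are normalized to DMSO controls.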
MLL CXXC-DNA inh: inhibitors of human MLL CXXC domain-DNA interaction. MLL-CXXC / FITC-HOXA9 DNA fluorescence polarization. Potency, µM (series often up to 115 µM), without a hit: at the top dose activity change, negative = inhibition, hits mostly inhibitors. 290,000 tested, 0.037% active. AID 2662; active = well fitted inhibition curve with a large enough effect in the polarisation, with a control signal flat, not every such curve was filed as active; inconclusive = small, poorly fitted or top-dose-only effect, or effect the other way, or a change in a side signal; inactive = no such curve, though single readings can be large or run the other way; the % refers to the polarisation; also: potency is read from the fitted curve at half-maximal effect
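Steps: dispense CXXC domain solution (7 uM) → pin compounds or unlabeled HOX-A9 DNA control → 5 min ambient → add FLSN-HOX-A9 solution (50 nM) → spin → 30 min ambient → fluorescence polarization. Tris pH 7.5/NaCl/DTT/BSA buffer.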
TRPV1 ag: agonists of human vanilloid receptor 1 (TRPV1). activation, % at 8.33 µM. 320,000 tested, 0.19% active. Q8NER1. TRPV1-expressing cells, Fluo-8 calcium influx, agonist mode. AID 540275; in the data active = activation above about 80%; inconclusive = between about 30% and that limit; also: 0% is about no effect
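TRPV1-expressing cells were cultured overnight at 35.5C and loaded with Fluo-8 calcium dye for 40 to 90 min at room temperature. After a 10 s baseline, compound was added and calcium influx was read kinetically for 3 min (ex 480/em 520 nm).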
MBNL1 CUG block: blocks human MBNL1 binding to CUG repeat RNA | 280,000 tested, 0.036% active | AID 2675 | TR-FRET MBNL1-His/biotin-(CUG)12 binding, 665/545 ratio | Potency, µM (highest dose often 57.5 µM), without a hit: at the top dose activity change, negative = inhibition, hits mostly inhibitors | Q9NR56; active = well fitted inhibition curve with a large enough effect in the signal ratio, with a control signal flat, not every such curve was filed as active; inconclusive = small, poorly fitted or top-dose-only effect, or effect the other way, or a change in a side signal; inactive = no such curve, though single readings can be large or run the other way; the % refers to the signal ratio; also: potency is read from the fitted curve at half-maximal effect; % is scaled to controls: 0 for no effect and ±100 for the full control effect
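Compound titration spanned 92 nM–58 uM against the MBNL1-His/biotin-(CUG)12 complex. After 60 min at room temperature with 5 nM streptavidin-XL665 and 0.055 ng/ul terbium anti-His, ratiometric 665/545 nm emission (Ex 340 nm) normalized to controls.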
* hit, by the source's call; u = inconclusive; x = no result given; & = joins results of further samples; [ ] = remark or other dose. Unless noted, calls follow the shape of the dose curve; as a rule, active = well fitted curve in the direction sought with a large enough effect; inconclusive = small, poorly fitted or top-dose-only effect, or another doubt; inactive = no such curve, though single readings can be large; an effect the other way counts as inactive or inconclusive.

SMILES	Coupling enz	KCNH2 3.1 inh	a7 integrin act	GALK inh	S-ASM inh	A-T KAP1 phos	KCNH2 WT inh	MLL CXXC-DNA inh	TRPV1 ag	MBNL1 CUG block
CC(NC(=O)CSc1nnc(-c2cccnc2)n1N)c1ccccc1 (configuration not stated)	-3	-4	19%	4%	5%	2%	3	10%	1	-12%
O=C(COc1cc(O)c2c(=O)cc(-c3ccccc3)oc2c1)c1ccc(F)cc1	0	-8	-5%	3%	-2%	-2%	0	-12%	10	8%
Oc1ccc2ccccc2c1C=NCc1ccccc1	-32*	29	u	0%	4%	-6%	2	-1%	u	x
CCN(Cc1ccccc1)S(=O)(=O)c1cc2[nH]c(=O)c(=O)[nH]c2cc1C	1	15	-10%	x	-6%	-2%	3	x	-2	7%
COCCN1C(=NCCCOC(C)C)N[C@@H](c2ccccc2)C(C(=O)OC)=C1C	-2&-2	-27	28%	x	0%	-1%&-6%	38	4%&12%	-3&4	0%&-4%
O=C(CSc1ncnc2scc(-c3ccccc3)c12)N1CCN(Cc2ccc3c(c2)OCO3)CC1	-2	-1	11%	3%	3%	3%	17	14%	20	0%
Cc1cc(=O)[nH]c2c1c(C)nn2C(C)(C)C	2	-8	12%	5%	2%	1%	-6	2%	1	7%
O=C(c1ccccc1)c1c[nH]c2cc3c(cc2c1=O)OCCO3	0	-5	12%	0%	1%	-2%	10	-9%	-1	-5%
COCCn1c(N)c(N(Cc2ccccc2)C(=O)c2ccc(-c3ccc(Cl)cc3)o2)c(=O)[nH]c1=O	x	-10	13%	x	18%	-3%	2	x	18	x
CN=C(Nc1ccc(C)c(C)c1)SC1CC(=O)N(c2ccc(OC)cc2)C1=O (configuration not stated)	-1	6	-1%	-1%	u	2%	-11	0%	3	-5%
CC(NC(=O)CCCc1c[nH]c2ccccc12)c1ccc(F)cc1 (configuration not stated)	-1	6	0%	6%	7%	18%	6	6%	1	-3%
COc1ccccc1C(=O)Nc1ccccc1SC(=O)c1ccccc1OC	1	11	-72%[inhibitor]	0%	-1%	23%	0	-4%	-1	-4%
O=[N+]([O-])c1ccc(S(=O)(=O)NCCCc2ccccc2)cc1	x	-7	u	x	-3%	x	15	x	x	x
Cc1ccc(C)c(CN2CCCNC2=O)c1	0	-3	-1%[7.66 µM]	-3%	-1%	-5%	2	8%	-1	-4%
Cc1ccc(-n2c(-c3ccc(Cl)cc3Cl)n[nH]c2=S)cc1	0	-1	2%	0%	0%	-9%	-6	-18%	2	-2%
CC12CC3(C)CC(C)(C1)CC(C(=O)NCc1cccnc1)(C2)C3	-2	-14	13%	2%	2%	-10%	1	-3%	14	0%
N/C(CC(=O)NC1CCCCC1)=N\OCC(=O)Nc1ccc(Cl)c(Cl)c1	0	23	11%	7%	-5%	-9%	19	5%	1	-2%
COc1ccc(NC(=O)COC(=O)c2ccc(S(=O)(=O)N3CCCCCC3)cc2)c(OC)c1	x	-10	-5%	x	0%	2%	0	x	0	x
CCc1ccc(C(=O)N2CCCC2)s1	0	-12	-21%	-2%	1%	3%	4	3%	8	-1%
CCOC(=O)CSCC(=O)N1CCC(Cc2ccccc2)CC1	2	-4	-2%	6%	-1%	-1%	-12	2%	2	-7%

Following part.
SMILES	Coupling enz	KCNH2 3.1 inh	a7 integrin act	GALK inh	S-ASM inh	A-T KAP1 phos	KCNH2 WT inh	MLL CXXC-DNA inh	TRPV1 ag	MBNL1 CUG block
COc1ccc(-c2cc(C(=O)Nc3ccccc3N3CCOCC3)c3ccccc3n2)cc1OC	-1	-13	20%	7%	2%	-1%	2	-1%	8	10%
COCCN(C(=O)COC(=O)/C=C/c1ccc(OC)c(OC)c1)c1c(N)n(Cc2ccccc2)c(=O)[nH]c1=O	x	4	5%	x	7%	2%	-3	x	-4	x
CCOC(=O)Nc1ccc2c(c1)N(C(=O)CCN1CCOCC1)c1ccccc1S2=O (configuration not stated)	4	5	-66%[inhibitor]	1%	2%	27%	-3	-18%	-3	-15%
Cc1c(NC(=O)C(=O)/C=C(/O)c2ccccc2)c(=O)n(-c2ccccc2)n1C	1	-4	11%	3%	-1%	-12%	-22	68%[activator]	5	9%
CCCCn1c(SCC(N)=O)nnc1-c1cc(OC)c(OC)c(OC)c1	3	x	x	-6%	x	3%	x	2%	1	-5%
O=C(Nc1ccc2c(c1)OCCO2)C1CCCN1S(=O)(=O)c1cccc2cccnc12 (configuration not stated)	2	10	24%	-3%	-1%	4%	-3	12%	17	-2%
CCCc1c(O)nc(SCC(=O)N2CCCCC2)[nH]c1=O	-2	0	0%	4%	0%	10%	-9	-4%	0	-24%
CC(C)(C)CC(=O)O/N=C(\N)c1ccccn1	8	-7	-1%	1%	3%	1%	8	-9%	-6	u
COc1c(Cl)cc(-c2noc(C)c2C(=O)NCc2ccccc2)cc1Cl	0	-1	-2%	2%	-3%	11%	5	-18%	u	13%
CC(=O)Nc1ccccc1NC(=O)c1cccc2ccccc12	2	-2	25%	0%	2%	6%	-5	5%	1	-5%
Cc1[nH]c(=O)[nH]c(=O)c1S(=O)(=O)Nc1ccc(F)cc1F	7	-6	-15%	3%	0%	25%	-2	u	-4	-13%
Cc1ccc(S(=O)(=O)c2cc3ccccc3nc2N)cc1	1	-28	-4%	-3%	x	8%	0	-2%	15	2%
CC(C)CC(C(=O)NCC1CCCO1)N(C(=O)Cn1nnc(-c2ccc(F)cc2)n1)c1cccc(C(F)(F)F)c1 (configuration not stated)	-1	-20	17%	-4%	-6%	-4%	-24	-2%	24	-6%
Cc1ccc(C(=O)Oc2ccccc2N2CCOCC2)cc1	1	3	-19%	4%	-1%	-9%	-4	-1%	16	-6%
COc1ccc(C2NC(=O)C(C#N)=C(S)N2c2cccc(C)c2)cc1OC (configuration not stated)	3	5	-15%	-2%	3%	-4%	6	6%	-2	1%
COc1ccc(OC)c(-c2cc(-c3cccnc3)nc(N)c2C#N)c1	-1	-8	-25%	4%	14%	19%	-1	18%	u	0%
CC(C)(C)c1ccc(C(=O)/C(C#N)=C/c2cccs2)cc1	-2	10	12%	-5%	-7%	3%	5	-5%	u	6%
COc1ccccc1CCC(=O)Nc1cc(S(=O)(=O)N2CCOCC2)ccc1N1CCCC1	x	-6	13%	x	-1%	9%	-2	x	1	x
NC(=O)c1cnn2c(-c3cccc(C(F)(F)F)c3)ccnc12	-3	-9	-19%	0%	95%[activator]	9%	3	-13%	0	4%
O=C(Nc1cc(Cl)ccc1Cl)c1ccc(OC(=O)c2ccco2)cc1	0	-13	7%	-2%	2%	0%	-16	147%[activator]	0	-8%
